Source: PubChem (several laboratories)
Calb biofilm kill: kills Candida albicans biofilms; C. albicans biofilm + clotrimazole, Alamar Blue; inhibition, % at 6 µM; 85,000 tested, 0.14% active; AID 834;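 active means inhibition above 20%; inactive means inhibition below 20%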;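 further: preformed 24 hr biofilms exposed to compound for 48 hr; 0% = biofilm without compound and 100% = blank killed by clotrimazole plus chlorhexidine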
VCAM1 TNFa inh: reduces TNF alpha induced VCAM1 expression in HUVEC | 95,000 tested, 0.48% active | HUVEC TNFa-induced VCAM-1 immunofluorescence, high-content imaging | inhibition, % at 2 µM;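 active means inhibition above the batch mean plus 3 SD, with images confirmed as a hit by eye, cut at about 37% in these data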;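 further: 0% = TNF-stimulated DMSO wells and 100% = unstimulated control wells; not every result past the cut was called active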
CYP2C9 act: activators of human CYP2C9; P11712; recombinant CYP2C9, luciferin-H conversion, luminescence; active compounds read high; factor 1 = untreated enzyme, 0 = blocked; activation factor at 5 µM; 96,000 tested, 1.4% active;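 active means activation factor of 2 or more for CYP2C9 at a 5 µM dose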;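 further: 0 = sulfaphenazole-blocked wells and 1 = vehicle-only wells; values of inactives mirror those of a sister screen read the other way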
Target sequence (P11712 whole entry, looked up): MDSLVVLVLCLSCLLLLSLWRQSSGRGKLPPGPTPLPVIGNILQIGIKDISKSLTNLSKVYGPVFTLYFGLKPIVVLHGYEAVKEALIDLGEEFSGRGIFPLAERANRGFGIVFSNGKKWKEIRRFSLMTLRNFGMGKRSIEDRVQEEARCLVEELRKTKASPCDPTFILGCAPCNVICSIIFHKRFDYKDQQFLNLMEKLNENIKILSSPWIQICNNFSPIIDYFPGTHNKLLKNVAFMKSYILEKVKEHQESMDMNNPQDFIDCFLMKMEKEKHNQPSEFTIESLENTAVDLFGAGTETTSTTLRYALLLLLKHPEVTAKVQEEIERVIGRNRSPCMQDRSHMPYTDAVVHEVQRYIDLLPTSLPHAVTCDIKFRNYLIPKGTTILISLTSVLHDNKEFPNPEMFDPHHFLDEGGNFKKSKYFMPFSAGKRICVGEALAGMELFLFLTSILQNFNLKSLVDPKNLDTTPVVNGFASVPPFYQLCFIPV
TNFa cytotox: HUVEC cytotoxicity counter-screen, TNF alpha stimulated. HUVEC TNFalpha-stimulated, Hoechst cell count, imaging. cell count reduction, % at 2 µM. 93,000 tested, 0.17% active;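 active means cell count reduction exceeding the screen mean by over 5 SD, scaled to untreated wells per plate, cut at about 78% in these data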;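 further: cells counted after 24 h of TNF alpha exposure following the 1 h pretreatment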
hDAT+cocaine: modulates human dopamine transporter uptake under cocaine | AID 449768 | 110,000 tested, 1.3% active | Q01959 | LLC-PK1 hDAT cells, [14C]-dopamine uptake with cocaine IC80; actives deviate in either direction | B-score at 10 µM;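 active means Z score or B-score, a plate-position-corrected score, falls beyond the plate's 99.7% confidence bounds, in either direction; inactive means both scores lie inside the 99.7% bounds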;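 further: scored against the spread of the other compound wells on the same plate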
CYP2C19 inhib: inhibitors of human CYP2C19; P33261; CYP2C19 Supersomes, luciferin-H EGE luminescence, 30 min; inhibition, % at 5 µM; 96,000 tested, 21% active; AID 778;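 active means CYP2C19 inhibition above a set limit at 5 µM in the primary screen, cut at about 50% in these data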;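 further: plate controls were negative control wells for no effect and 2.5 mM tranylcypromine positive control for full effect; values of inactives mirror those of a sister screen read the other way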
Target sequence (P33261 whole entry, looked up): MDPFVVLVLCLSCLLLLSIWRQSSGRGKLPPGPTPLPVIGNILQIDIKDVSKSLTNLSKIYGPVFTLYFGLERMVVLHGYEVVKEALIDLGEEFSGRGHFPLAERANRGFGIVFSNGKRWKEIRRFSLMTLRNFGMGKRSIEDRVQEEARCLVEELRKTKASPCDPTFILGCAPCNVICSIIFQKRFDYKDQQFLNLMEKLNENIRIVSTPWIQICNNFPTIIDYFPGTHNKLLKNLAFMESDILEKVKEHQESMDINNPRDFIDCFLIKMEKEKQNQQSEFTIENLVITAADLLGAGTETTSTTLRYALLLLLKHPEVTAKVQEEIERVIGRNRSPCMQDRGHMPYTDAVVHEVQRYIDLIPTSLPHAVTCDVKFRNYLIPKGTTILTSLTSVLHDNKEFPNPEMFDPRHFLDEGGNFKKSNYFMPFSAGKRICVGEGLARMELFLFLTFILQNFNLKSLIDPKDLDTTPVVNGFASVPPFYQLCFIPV
CYP2C9 inh: human CYP2C9 inhibition. CYP2C9 Supersomes, luciferin-H conversion, luminescence. inhibition, % at 5 µM. P11712. 96,000 tested, 20% active;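 active means blocking of liver enzyme CYP2C9 beyond about 50% at 5 µM, limit read from the data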; further: values of inactives mirror those of a sister screen read the other way
HUVEC tox IL1B: toxic to HUVEC cells under IL-1B stimulation; HUVEC cell count loss, Hoechst imaging, IL-1B stimulated; cell count reduction, % at 2 µM; 94,000 tested, 0.41% active; AID 845;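 active means cell count reduction more than 3 SD above the screen-wide mean, cut at about 70% in these data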;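 further: normalized per plate to untreated control cells as the no-loss baseline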
CYP2C19 activ: cytochrome P450 2C19 (human) activation; 96,000 tested, under 10 active; P33261; recombinant CYP2C19, luciferin-H EGE luminescence; active compounds read high; 0 = fully inhibited enzyme, 1 = untreated enzyme; activation factor at 5 µM;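 active means activation factor of at least 2 at 5 µM in the primary screen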;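 further: 0 = wells with 2.5 mM tranylcypromine and 1 = vehicle-only wells; values of inactives mirror those of a sister screen read the other way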
* marks the source's active call; other numbers are inactive results; / = not tested or not shown.

SMILES	Calb biofilm kill	VCAM1 TNFa inh	CYP2C9 act	TNFa cytotox	hDAT+cocaine	CYP2C19 inhib	CYP2C9 inh	HUVEC tox IL1B	CYP2C19 activ
CCCn1nc(C(=O)NCCN2CCOCC2)c2ccccc2c1=O	4	5	1.2	-52	0.17	-16	-16	-33	1.2
N#Cc1ccc(-c2ccccc2)nc1SCC(=O)c1cccc(Cl)c1	/	-4	0.4	-5	-0.36	31	63*	-3	0.7
O=C(CCc1ccc(S(=O)(=O)NCc2ccccc2)cc1)NCc1ccc2c(c1)OCO2	4	-12	0.2	2	1.1	56*	76*	2	0.4
O=C(CSc1ccccn1)Nc1cccc(NC(=O)CSc2ccccn2)n1	5	-17	0.4	-14	0.27	13	55*	-30	0.9
Cc1ccc(CN(C)CCc2ccccn2)cc1	2	-3	0.8	13	0.56	44	15	/	0.6
CCOc1ccc(N(CC(=O)OC)S(=O)(=O)c2ccc3c(c2)n(C)c(=O)c(=O)n3C)cc1	/	0	0.4	-6	-0.96	11	56*	-7	0.9
O=C(COC(=O)C1CC(=O)N(Cc2ccco2)C1)c1ccc(OC(=O)c2ccccc2)cc1 (stereo unspecified)	8	22	/	9	0.68	/	/	36	/
COc1ccc(-c2cc(C(=O)NCCN3CCOCC3)c3ccccc3n2)cc1	6	16	0.5	-25	0.52	24	52*	-51	0.8
CSc1cccc(NC(=O)CN(C)S(=O)(=O)c2ccc(F)cc2)c1	7	19	1	-10	-0.069	63*	1	-12	0.4
Cc1ccc(S(=O)(=O)N(CCC(=O)O)Cc2ccc(Cl)cc2)cc1	3	3	0.5	-33	0.26	37	54*	16	0.6
Cc1cc(C)c2c(N)c(C(=O)Nc3nccs3)sc2n1	11	27	0.7	-7	-0.77	29	34	-27	0.7
CCCCC(=O)NC(=S)Nc1ccccc1C(=O)Nc1ccccc1	/	93*	1.1	90*	-0.32	-6	-13	11	1.1
Nc1ncnc2c1ncn2CCN1CCOCC1	2	7	0.5	-16	-0.54	90*	48	-23	0.1
CCCn1nnc(NC(=O)c2cc3ccccc3o2)n1	8	-3	0.9	-2	-0.058	10	14	-3	0.9
O=C(NCc1cccnc1)NC(C(F)(F)F)C(F)(F)F	2	2	0.6	5	-0.58	66*	37	-6	0.3
Cc1cc(O)c(C(C)C)cc1NS(=O)(=O)c1ccccc1	1	11	0.6	-13	0.23	86*	42	-90	0.1
CCn1ncc(Br)c1C(=O)N(C)C12CC3CC(CC(C3)C1)C2	-2	10	0.9	-18	0.72	11	13	-5	0.9
CCCOc1ccc(C2c3c(oc4cc(C)c(C)cc4c3=O)C(=O)N2CCCN(C)C)cc1 (stereo unspecified)	-6	/	0.9	/	-0.053	-9	12	/	1.1
Cc1ccc2c(C)c(C(=O)N(Cc3cccs3)C3CCS(=O)(=O)C3)oc2c1 (stereo unspecified)	-3	14	0.6	4	1.3	12	37	12	0.9
Cc1cc(C)n2ncc(C(=O)Nc3ccc4c(c3)OCO4)c2n1	8	-2	0.3	31	-0.49	37	74*	-6	0.6
CCOc1ccc(OCC)c(S(=O)(=O)NCc2ccc3c(c2)OCO3)c1	11	1	0.1	-19	0.27	100*	92*	6	0
COC(=O)c1cc(NC(=O)Nc2ccccc2OC)cc(C(=O)OC)c1	/	3	0.8	-24	-1.7	14	18	0	0.9
CC(C)(C)NC(=O)CSc1nnc(NC(=O)CCn2cnc3ccccc3c2=O)s1	6	-11	0.6	1	-0.33	22	38	-39	0.8
CC(=O)Nc1cccc(N2C(=O)CC(Cc3ccccc3)C2=O)c1 (stereo unspecified)	-9	/	1.4	/	0.9	19	-41	/	0.8
COc1ccc(NC(=O)C2C3C=CC(C3)C2C(=O)NCc2ccccn2)c(OC)c1 (stereo unspecified)	4	-23	/	/	0.34	/	/	33	/
O=C(O/N=C1\CCCc2ccccc21)c1cccc(Cl)c1	/	10	1.5	-4	0.3	1	-54	-6	1
Cc1ccc(C)c(OCC(=O)Nc2ccc3c(c2)OCO3)c1	4	/	0.7	/	/	22	27	/	0.8
Cc1cc(=O)oc(C)c1C(=O)NCCC(C)C	-3	-4	0.9	-29	-1.3	7	12	-44	0.9
N#Cc1nc(Cc2ccccc2)oc1NCCCn1ccnc1	4	12	0.2	-32	-0.63	92*	77*	-41	0.1
CC(C)(C)N(Cc1cc2ccccc2[nH]c1=O)C(=O)c1cccnc1	0	5	0.9	-24	0.67	-4	6	9	1
Nn1cc(-c2ccccc2)nc1SCC(=O)N1CCN(S(=O)(=O)c2ccccc2)CC1	6	10	0.9	-8	0.041	41	7	-1	0.6
O=C(NCCCN=C1NS(=O)(=O)c2ccccc21)c1ccc(S(=O)(=O)N2CCCCC2)cc1	2	1	0.5	-27	0.63	19	54*	28	0.8
CCOC(=O)Cc1c(C)nc2cc(-c3ccc(C(C)(C)C)cc3)[nH]n2c1=O	6	-12	0.7	-20	-0.1	-12	28	-15	1.1
CN(c1ccccc1C(=O)Nc1ccc2c(c1)OCCO2)S(C)(=O)=O	5	16	/	-23	-1.4	/	/	-43	/
O=C(O)C1CCC(=O)N1C1c2ccccc2Oc2ccccc21 (stereo unspecified)	-6	5	1	2	-0.09	-1	-4	-51	1
COc1cc(N)cc(NC(=O)c2ccncc2)c1	-1	16	1	-15	-0.55	18	3	-20	0.8
COc1cccc(N2CC(C(=O)Nc3c(C)cccc3C)CC2=O)c1 (stereo unspecified)	11	7	/	13	0.074	/	/	14	/
c1ccc(CNc2ncnc3c2cnn3Cc2ccccc2)cc1	0	13	/	0	1	/	/	-22	/
CCOc1cc(C(=O)NCC2CCCO2)cc(OCC)c1OCC (stereo unspecified)	1	9	1	-15	1.6	-4	2	-47	1
CCOC(=O)c1ccc(NC(=O)CSc2n[nH]c(-c3ccncc3)n2)cc1	2	-5	0	0	0.35	48	96*	-87	0.5
Clc1ccc(Cc2ccc(SCc3ccccc3)nn2)c(Cl)c1	/	4	0.9	-10	1.2	13	6	21	0.9
CCc1ccc(NC(=O)CN2CCc3ccccc3C2)cc1	4	-9	0.1	-5	2.5	92*	90*	-2	0.1
Nc1ccc(C(=O)Nc2ccco2)cc1	1	4	/	/	-0.84	/	/	-17	/
O=C(CCn1nc(-c2ccc(Cl)cc2)ccc1=O)NCc1cccnc1	/	0	0.7	-10	1	-2	27	9	1
Cc1ccccc1OCC1Cc2c(nc(N)c(C#N)c2N)O1 (stereo unspecified)	/	-10	1	-41	-0.024	42	-4	-82	0.6
O=C(N1CCN(c2ccccn2)CC1)N1c2ccccc2Sc2ccccc21	11	30	0.1	55	/	90*	88*	7	0.1
CCOC(=O)C1C(=O)NC(N2CCN(Cc3ccccc3)CC2)=NC1c1ccco1 (stereo unspecified)	3	-17	0.9	-14	-0.33	-9	11	12	1.1
Cc1cc(C)cc(NC(=O)CN2CCN(CCN=CC3=C(O)CC(C)(C)CC3=O)CC2)c1	4	-2	/	-15	-0.03	/	/	6	/
O=C(C1CC1)N1CCc2cc(S(=O)(=O)N(CCO)Cc3ccccc3)ccc21	-4	8	/	-36	-1.8	/	/	8	/
Cc1ccc2c(c1)sc1nc(=O)n(-c3cccc(Cl)c3)c(=O)n12	/	21	1	-23	0.12	26	4	-14	0.7

More entries follow:
SMILES	Calb biofilm kill	VCAM1 TNFa inh	CYP2C9 act	TNFa cytotox	hDAT+cocaine	CYP2C19 inhib	CYP2C9 inh	HUVEC tox IL1B	CYP2C19 activ
CCOC(=O)CN(C(=O)CSc1nnc(C)n1-c1ccccc1)c1ccccc1	4	9	0.8	-19	-0.65	9	24	-15	0.9
CCS(=O)(=O)N1CCN(C(=O)c2cccs2)CC1	5	-6	0.9	-10	-0.45	56*	10	-25	0.4
O=C(O)c1ccc2c(c1)C(=O)N(C(Cc1ccccc1)C(=O)O)C2=O (stereo unspecified)	/	-40	1.2	-19	0.73	-14	-16	12	1.1
Nc1c(S(=O)(=O)c2ccccc2)c2nc3ccccc3nc2n1/N=C/c1cccc(O)c1	1	-16	0.7	-2	-0.32	10	31	4	0.9
O=C(CCC(=O)c1ccc(Br)cc1)Nc1cccc(C(F)(F)F)c1	/	-18	0.7	-22	-0.38	26	29	1	0.7
CCOc1cc(C(=S)N2CCOCC2)ccc1O	8	-9	1.1	-38	-0.47	12	-10	-22	0.9
O=C(Oc1ccccc1N1C(=O)C2CCCCC2C1=O)c1ccc(Cl)cc1 (stereo unspecified)	/	18	1.3	0	-0.45	15	-33	-8	0.8
O=C(NC1(C(F)(F)F)C(=O)Nc2c1c(=O)[nH]c(=O)n2Cc1ccccc1)c1ccco1 (stereo unspecified)	3	0	1	1	-0.93	-2	-4	-4	1
COc1cccc(N2C(=O)N(c3ccccc3Cl)C3CS(=O)(=O)CC32)c1 (stereo unspecified)	-1	-1	0.7	-11	1	44	26	-115	0.6
O=C(c1ccccc1F)N1CCN(CC2CC3C=CC2C3)CC1 (stereo unspecified)	/	15	0.9	-32	-0.82	69*	6	-5	0.3
COC1(OC)C(/C=C/c2ccc(Cl)cc2)C(C#N)(C#N)C1(OC)OC (stereo unspecified)	5	10	/	5	-0.015	/	/	21	/
O=C(CSc1nnc(Cc2cc(=O)[nH]c(=O)[nH]2)n1-c1ccccc1)NCC1CCCO1 (stereo unspecified)	5	15	1	-25	-0.3	-10	-4	93*	1.1
CCOCCCNC(=O)c1ccccc1Br	-5	-5	1	5	0.63	0	-4	3	1
COCCOC(=O)C1=C(C)N(Cc2ccccc2)C(=O)NC1c1ccc(OC)cc1 (stereo unspecified)	/	0	0.3	-12	-0.49	98*	74*	21	0
N#C/C(=C(\O)CCl)c1nnc2n1CCCCC2	4	7	1	-16	-0.7	4	4	-27	1
CCC(=O)NNC(=O)CCC(=O)Nc1ccccc1	/	4	1	-2	/	2	-2	-42	1
Cc1c(C(=O)O)oc2ccc(S(=O)(=O)NCCC3=CCCCC3)cc12	4	8	/	-5	-0.77	/	/	-3	/
CCOC(=O)CCCNC(=O)CCCNC(=O)C(c1ccccc1)c1ccccc1	/	-5	/	3	-0.38	/	/	16	/
CCOC(=O)c1csc(NC(=O)C(C)(C)C)n1	1	7	1.2	-35	0.79	35	-23	-2	0.7
CC(=O)Nc1cccc(NC(=O)CSc2nnnn2C)c1	3	-12	0.8	-2	-1.1	-6	21	18	1.1

Entries above that bear a hit mark in VCAM1 TNFa inh.
structure,VCAM1 TNFa inh,CYP2C9 act,hDAT+cocaine,CYP2C19 inhib,CYP2C9 inh,CYP2C19 activ
CCCCC(=O)NC(=S)Nc1ccccc1C(=O)Nc1ccccc1,93*,1.1,-0.32,-6,-13,1.1

(next part)
SMILES	Calb biofilm kill	VCAM1 TNFa inh	CYP2C9 act	TNFa cytotox	hDAT+cocaine	CYP2C19 inhib	CYP2C9 inh	HUVEC tox IL1B	CYP2C19 activ
CCNC(=O)CN(c1ccc(CC)cc1)S(C)(=O)=O	4	-26	1.1	-54	-0.0025	49	-9	10	0.5
Cc1cccc(N2CCN(C(=O)c3ccc(NC(=O)C4CCCO4)cc3)CC2C)c1 (stereo unspecified)	5	/	0.5	/	1.4	-5	45	/	1.1
Cc1cccc(NC(=O)Nc2nnc(N3CCCCC3C)s2)c1C (stereo unspecified)	-3	13	1.1	-28	0.13	-17	-10	-24	1.2
CCOc1nc(OCC)nc(-n2cc(-c3ccccc3)nn2)n1	7	-11	0.8	-42	-0.15	4	15	-16	1
O=C(O)Cn1nc(-c2ccccc2)c2ccccc2c1=O	6	-2	1	-5	-0.24	9	-1	-33	0.9
O=C(c1ccc(=O)n(Cc2ccc(Cl)c(Cl)c2)c1)N1CCOCC1	/	-2	0.8	2	0.086	38	24	-5	0.6
CCN(CC)C(=O)c1cccc(-c2ccc(OC)cc2)c1	6	23	0.6	-11	0.34	69*	45	21	0.3
CCCc1nnc(NC(=O)CCCN2C(=O)c3ccccc3C2=O)s1	-1	14	0.7	13	0.62	6	30	19	0.9
